# High-throughput results (PubChem BioAssay)
# PLK1 kinase inh: human PLK1 kinase inhibitors, primary screen, biochemical, TR-FRET | Serine/threonine-protein kinase PLK1 (Homo sapiens), P53350 | recombinant PLK1 kinase, TR-FRET peptide phosphorylation | inhibition, % at 10 µM | hit rate 0.53% among 97,000 | AID 619, 2007;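 active means inhibition of 50% or more in the single-concentration screen; inactive means inhibition below 50%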;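 further: 0% = DMSO max control and 100% = H-89 dihydrochloride min control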
# PLK1 PBD inh: Plk1 polo box domain binding inhibitors, primary screen, biochemical, fluorescence polarization | Serine/threonine-protein kinase PLK1 (Homo sapiens), P53350 | Plk1 PBD phosphopeptide binding | hit rate 0.13% among 97,000 | inhibition, %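 (tested at about 20 µM)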; in the data active means inhibition above about 34%, passing the limit was not always enough
# FAK inh: FAK kinase inhibitors, primary screen, biochemical. hit rate 0.84% among 97,000. biochemical FAK kinase activity assay. Focal adhesion kinase 1 (Homo sapiens), Q05397. inhibition, %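 (tested at 7 µM)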; in the data active means inhibition above about 19%;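 further: 0% = DMSO and 100% = reference compound high control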
# S1P2 antag: human S1P2 receptor antagonists, primary screen, cell-based | AID 736, 2007 | inhibition, % at 5 µM | cell-based S1P2 antagonist assay, inhibition at 5 uM | hit rate 0.21% among 97,000; in the data active means inhibition above about 45%;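 further: CRE beta-lactamase reporter cells expressing human S1P2 stimulated with S1P; 0% = agonist at EC80 alone and 100% = agonist plus reference antagonist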
# Target sequence (O95136 whole entry, looked up): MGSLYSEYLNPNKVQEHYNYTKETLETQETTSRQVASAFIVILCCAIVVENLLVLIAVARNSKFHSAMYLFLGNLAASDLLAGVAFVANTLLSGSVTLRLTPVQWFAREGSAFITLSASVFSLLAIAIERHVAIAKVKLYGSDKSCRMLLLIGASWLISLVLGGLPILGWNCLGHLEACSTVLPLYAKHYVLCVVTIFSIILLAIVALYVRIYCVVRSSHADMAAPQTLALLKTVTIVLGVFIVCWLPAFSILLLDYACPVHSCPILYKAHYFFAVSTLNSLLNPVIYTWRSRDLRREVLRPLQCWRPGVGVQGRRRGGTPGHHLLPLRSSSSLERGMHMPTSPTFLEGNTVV
# PLAP activator: PLAP enzyme activators, biochemical, luminescence, HTS; Alkaline phosphatase, placental type (Homo sapiens), P05187; purified PLAP enzyme, luminescent substrate read-out; stronger effect = higher value; activation fold at 20 µM; hit rate 1.2% among 96,000; AID 696, 2007; in the data active means activation fold above about 2
# Target sequence (P05187 whole entry, looked up): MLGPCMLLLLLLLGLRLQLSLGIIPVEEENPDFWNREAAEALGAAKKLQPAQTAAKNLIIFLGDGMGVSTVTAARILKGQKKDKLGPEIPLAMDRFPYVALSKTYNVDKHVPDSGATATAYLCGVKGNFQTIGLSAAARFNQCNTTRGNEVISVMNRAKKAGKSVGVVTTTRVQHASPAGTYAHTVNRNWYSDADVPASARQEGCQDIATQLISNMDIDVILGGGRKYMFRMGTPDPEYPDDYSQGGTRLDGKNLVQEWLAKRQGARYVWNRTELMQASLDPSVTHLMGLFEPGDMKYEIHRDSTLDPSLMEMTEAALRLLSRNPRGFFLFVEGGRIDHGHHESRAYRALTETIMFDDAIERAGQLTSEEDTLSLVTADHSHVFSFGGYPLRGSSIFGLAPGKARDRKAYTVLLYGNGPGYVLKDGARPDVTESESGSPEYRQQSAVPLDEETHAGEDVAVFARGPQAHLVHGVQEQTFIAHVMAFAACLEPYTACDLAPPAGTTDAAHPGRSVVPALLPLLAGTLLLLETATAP
# EphB4 antag: EphB4-ephrin-B2 interaction antagonists, primary screen, biochemical, TNYL-RAW peptide probe, fluorescence polarization | Ephrin type-B receptor 4 (Homo sapiens), P54760 | EphB4 LBD / TNYL-RAW-Alexa532 peptide | inhibition, % at 7 µM | hit rate 0.15% among 97,000 | AID 720, 2007;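 active means inhibition above the screen-wide mean inhibition plus 3 SD, cut at about 15% in these data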;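 further: 0% = DMSO wells and 100% = excess unlabeled TNYL-RAW peptide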
# MT1-MMP txn act: MT1-MMP promoter reporter activation – cell-based, luciferase luminescence, primary screen; activation factor at 10 µM; hit rate 0.16% among 86,000; AID 750, 2007; HT1080 MT1-MMP promoter luciferase reporter, overnight; stronger effect = higher value;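 active means activation factor of at least 2 for MT1-MMP transcription at 10 µM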
# Rev-RRE block: HIV-1 Rev-RRE binding inhibitors, primary screen, biochemical, FRET, protein-RNA interaction | P05866 | Rev peptide-RRE RNA binding | inhibition, % at 8 µM | hit rate 0.79% among 97,000 | AID 704, 2007;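 active means inhibition above the screen-wide mean plus 3 SD, cut at about 35% in these data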;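 further: 0% = median DMSO wells and 100% = median Neomycin B control wells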
# Target sequence (P05866 whole entry, looked up): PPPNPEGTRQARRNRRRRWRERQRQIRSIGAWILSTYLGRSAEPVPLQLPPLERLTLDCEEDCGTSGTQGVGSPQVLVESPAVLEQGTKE
#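 assay system = Cy5-tagged RRE RNA duplex with fluorescein-tagged Rev peptide | incubation = 5 + 15 min at 25 °C | also added = labelled Rev peptide | measure = % inhibition of FRET ratio versus controls | benchmarks = DMSO wells as 0% and neomycin B wells as 100% inhibition | measured by = FRET fluorescence readout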
# S1P2 ag: S1P2 receptor agonists, primary screen, cell-based | S1P2-expressing cell line, agonist reporter read-out | activation, % at 4.5 µM | hit rate 0.46% among 97,000; in the data active means activation above about 16%;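 further: 0% = vehicle low control and 100% = maximal reference agonist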
# Starred values were filed as active, the others as inactive; . = not tested or not shown; [ ] = another dose, or the depositor's remark.
no.	SMILES	PLK1 kinase inh	PLK1 PBD inh	FAK inh	S1P2 antag	PLAP activator	EphB4 antag	MT1-MMP txn act	Rev-RRE block	S1P2 ag
1	CC1CC(C)CN(c2oc(-c3ccccc3Cl)nc2C#N)C1 (stereo unspecified)	-12	4	1	6	1	1	1.1	15	-2
2	CCOC(=O)N1CCN(c2ccc(S(=O)(=O)N(Cc3ccccc3)Cc3ccccc3)cn2)CC1	-7	-17	6	40	1.3	-4	1	0	-4
3	Cc1cc(C)cc(OCC(=O)Nc2ccccc2N2CCCCC2)c1	2	-6	2	-9	0.8	-2	1	9	0
4	CC(=O)C1=C(Nc2ccc(C)cc2)CC(C)(O)C(C(C)=O)C1c1ccco1 (stereo unspecified)	-3	16	-5	13	1.1	-3	1.1	-4	-3
5	Cc1cc(C)nc(NS(=O)(=O)c2ccc(-n3cccc3)cc2)n1	-12	-18	2	1	1.3	0	1.2	5	-6
6	COc1ccc(N(CC(=O)O)S(=O)(=O)c2ccc(OC)c(OC)c2)cc1	-9	1	-2	-15	1.1	-6	1.1	0	-7
7	CSCC[C@@H](C(=O)NCc1cccs1)N1Cc2ccccc2C1=O	6	-1	-3	-1	0.9	5	.	-1	-2
8	O=C(Nc1cc(Cl)ccc1N1CCOCC1)c1cnccn1	-6	5	4	-18	.	6	1.2	11	-2
9	Cc1nn(Cc2ccccc2Cl)c(C)c1NC(=O)c1nc2ncccn2n1	-12	16	3	-6	.	-1	1.1	1	-3
10	O=C1c2ccccc2C(=O)N1CCCSc1nc2ccccc2o1	-10	3	0	1	1.1	-7	1.1	12	-2
11	COc1ccc(CC(=O)NCc2ccccc2)cc1S(=O)(=O)N1CCOCC1	-16	6	0	4	1	3	1.2	10	-1
12	COc1cc(-n2c(=O)c3ccccc3n(Cc3cccnc3)c2=O)cc(OC)c1OC	-9	-20	6	26	.	-4	1.2	6	-2
13	Cc1oc2c(CN3CCCC3)c(O)ccc2c(=O)c1-c1ccccc1	-12	-23	0	-4	1	0	1.1	1	-3
14	COc1ccc(N2CCN(C(=O)CCCn3c(=O)[nH]c4cc(Cl)ccc4c3=O)CC2)cc1	32	12	1	8	2*	-4	1.1	-7	-9
15	CC1CC(=O)c2cnc(Nc3ccccc3)nc2C1 (stereo unspecified)	-9	-6	1	0	0.9	-4	1.4	4	-3
16	CCC(=O)c1ccc(OCCSc2ncccn2)cc1	-16	-10	-1	-1	1	-4	0.6	2	-2
17	CCCN1C(=O)S/C(=C\c2ccc(N3CCOCC3)cc2C)C1=O	-4	2	-8	14	1.1	4	.	15	-5
18	O=C(Cn1nnc(-c2ccccc2)n1)Nc1ccc2c(c1)OCO2	-7	-29	-2	3	0.8	-7	1	10	-3
19	CCN1CCN(C(c2cccnc2)c2cc(Cl)c3cccnc3c2O)CC1 (stereo unspecified)	10	-1	1	10	1.7	7	1	4	-2
20	O=C(CN1C(=O)CCC1=O)NCC12CC3CC(CC(C3)C1)C2	-11	-7	0	-9	1	5	.	2	1
21	Cc1cccc(N(C(=O)Cn2nnc3ccccc32)C(C(=O)NCc2ccco2)c2ccncc2)c1 (stereo unspecified)	-9	-16	-2	0	1	6	1.3	5	-8
22	Cc1[nH]c(=O)[nH]c(=O)c1CSc1nnc([C@H](CC(C)C)NC(=O)OC(C)(C)C)o1	-12	-12	-4	8	1.8	-2	1.1	9	-4
23	COc1ccc(OC)c(Nc2nc(-c3cccs3)cs2)c1	-8	3	-1	1	0.8	-3	1.3	-1	-2
24	CC(C)(C)C(=O)Nc1cccc(C(=O)c2cccc(NC(=O)C(C)(C)C)c2)c1	-13	6	1	-2	0.9	1	1.1	2	0
25	Cc1onc(-c2ccccc2Cl)c1C(=O)NCc1ccc(N2CCCC2=O)cc1	-4	-6	2	-9	1.4	-5	1.1	3	-9
26	FC(F)(F)c1nnc(-c2ccccc2)nc1Sc1ccccc1	-7	-11	0	30	1.1	5	.	18	2
27	CCOC(=O)c1sc2ncn(/N=C/c3cccnc3)c(=O)c2c1C	-3	7	1	-3	2.1*	-5	1	10	1
28	CCOC(=O)Cc1csc(SCC(=O)Nc2cc(Cl)ccc2Oc2ccccc2)n1	-11	-2	1	5	0.8	4	1	9	-5
29	CC(C)OC(=O)CSc1nnc(-c2cccnc2)n1N	-6	21	-3	8	0.9	-1	1.1	1	-8
30	O=C(CN1CCCN(S(=O)(=O)c2ccc(Br)cc2)CC1)Nc1ccc2cn[nH]c2c1	-3	17	11	15	.	-2	1	11	-4
31	Cc1cc(C)cc(NC(=S)NCc2ccc3c(c2)OCO3)c1	3	-8	4	30	.	9	.	1	-4
32	Cc1nc2ccc(S(=O)(=O)N(C)CC(=O)NCc3ccc4c(c3)OCO4)cc2s1	6	8	-5	8	1	3	1	5	-6
33	Cc1nc(NC(=O)c2ccccc2)sc1-c1csc(NCc2ccccc2)n1	-12	6	-3	5	1.4	-1	1.1	10	-3
34	Oc1csc(Cc2nc(-c3ccc4ccccc4c3)cs2)n1	-10	14	-3	15	1	-8	.	7	-3
35	Cn1c(=O)n(C)c2cc([N+](=O)[O-])c(N3CCN(C(=O)c4ccccc4Cl)CC3)cc21	0	-25	3	7	1.1	-6	.	10	-4
36	CCOC(=O)c1oc2nc(C)c3c(c2c1N)CC(C)(C)OC3	-19	-4	2	13	1	-3	1	5	-5
37	O=C(c1cccc(C(F)(F)F)c1)N1CCC(O)(CS(=O)(=O)Cc2ccccc2Cl)CC1	-4	0	4	14	1.3	4	.	9	-3
38	O=[N+]([O-])c1cccnc1N1CCC(c2cc(-c3ccc(Cl)cc3Cl)n[nH]2)CC1	-10	0	2	-16	1.1	1	1	13	-4
39	CCOC(=O)N1CCC(N2Cc3cccc(C(=O)NCc4ccc(C)cc4)c3C2=O)CC1	-13	-21	7	17	1.4	1	1.2	7	-3
40	CCC(=O)N(Cc1cc2cc(C)c(C)cc2[nH]c1=O)C1CCCCC1	-4	-29	-4	4	1.6	1	1.2	6	-4
41	COc1ccc(C2C(C(=O)O)CC(=O)N2C2CCCCC2)cc1 (stereo unspecified)	-8	-1	1	-19	1.1	-4	0.8	1	-3
42	O=C(CCN1C(=O)c2ccccc2C1=O)NCCN1CCOCC1	-11	16	-2	-8	1	5	1.1	-2	-7
43	COc1ccccc1C(=O)Nc1ccc(S(=O)(=O)N2CCCC2)cc1	-5	-5	0	-6	0.9	-8	1.1	1	-1
44	O=C(COC(=O)[C@H](Cc1ccccc1)NC(=O)c1ccco1)NC(c1ccccc1)c1ccccc1	-6	-2	4	-9	0.8	2	.	8	-4
45	CC(C)NC(=O)NC(=O)CSc1nnc(COc2ccccc2Cl)o1	-6	-10	3	13	0.8	1	.	11	-3
46	Cc1cc(N=Cc2cc(Cl)ccc2O)no1	-14	15	-2	11	0.9	-11	1.2	5	1
47	CC(C)CC(=O)NCCNC(=O)c1cc(OCC(F)(F)F)ccc1OCC(F)(F)F	2	-28	0	-28	1	-2	.	2	-1
48	COc1cccc(OC)c1C(=O)Nc1ccc(S(=O)(=O)Nc2cc(C)nc(C)n2)cc1	2	-15	-2	-17	1.1	2	1.1	9	1
49	COCCNc1ncnc2c1cnn2Cc1ccc(Cl)cc1	-18	-1	-4	4	1.1	0	1	2	-7
50	CN(CCNC(=O)C1CCN(S(=O)(=O)N2CCOCC2)CC1)CCc1ccccc1	6	5	1	12	1.5	1	1.2	2	-3
51	Cc1ccccc1NC(=O)C(C)c1cccc(C(=O)c2ccccc2)c1 (stereo unspecified)	-6	2	0	1	0.8	-8	.	6	-11
52	Cc1ccc(NC(=O)c2cc(C)nn2-c2ccccc2)cc1	-7	-1	6	9	1.3	2	.	7	-1
53	COc1ccc(OC)c(S(=O)(=O)N2CCC(C(=O)Nc3ccc(C)c(C)c3)CC2)c1	-4	10	-2	13	1.6	-6	1.3	11	-4
54	Cc1cc(C)n2nc(SCC(=O)Nc3c(C)n(C)n(-c4ccccc4)c3=O)nc2n1	-13	-29	2	-7	1	6	1	4	-5
55	Cc1cc(C)cc(NC(=O)C/C(N)=N/O)c1	-9	-9	2	18	1	-8	.	5	-1
56	Cc1ccccc1CSc1nccn1-c1ccccc1	-9	-2	-6	3	0.8	7	.	3	-5
57	CCOC(=O)CSC(CC)C(=O)Nc1nnc(C(C)C)s1 (stereo unspecified)	4	7	-9	-8	.	4	1.1	6	-1
58	O=C1CC(N2CCN(c3ccccc3Cl)CC2)C(=O)N1c1cccc(F)c1 (stereo unspecified)	9	-7	-6	-10	1.1	-4	1.1	4	-3
59	Cc1cnc(C(=O)Nc2cccc3cccnc23)cn1	0	14	5	0	1.1	0	0.9	3	-6
60	C/C(CC(=O)Nc1cc(Cl)ccc1Cl)=N\NC(N)=S	-10	9	4	5	1.1	6	.	-4	-2

# Next part; it opens with the three that closed the last part.
no.	SMILES	PLK1 kinase inh	PLK1 PBD inh	FAK inh	S1P2 antag	PLAP activator	EphB4 antag	MT1-MMP txn act	Rev-RRE block	S1P2 ag
58	O=C1CC(N2CCN(c3ccccc3Cl)CC2)C(=O)N1c1cccc(F)c1 (stereo unspecified)	9	-7	-6	-10	1.1	-4	1.1	4	-3
59	Cc1cnc(C(=O)Nc2cccc3cccnc23)cn1	0	14	5	0	1.1	0	0.9	3	-6
60	C/C(CC(=O)Nc1cc(Cl)ccc1Cl)=N\NC(N)=S	-10	9	4	5	1.1	6	.	-4	-2
61	C=CCOC(=O)C1=C(C)NC(=O)NC1c1ccc(Cl)cc1 (stereo unspecified)	4	13	1	-5	0.7	5	.	5	-3
62	CCN1C(=O)c2ccc(C(=O)NCc3ccc4c(c3)OCO4)cc2C1=O	-15	19	-2	-22	.	-6	1.2	1	-3
63	N#CC(C(=O)NC1CCCCC1)c1nc2ccccc2nc1N1CCN(c2ccc(F)cc2)CC1 (stereo unspecified)	-4	-20	-2	3	1.3	6	1.2	10	-6
64	Cc1ccc(NC(=O)CN2C(=O)NC3(CCc4ccccc43)C2=O)cc1Cl (stereo unspecified)	-7	-14	-2	16	0.8	-1	.	7	-6
65	Cc1ccc(C(=O)O/N=C(\N)c2cccc([N+](=O)[O-])c2)cc1	-6	-22	5	31	1.2	-2	.	5	-5
66	O=C(c1ccc(F)cc1)N(Cc1ccccc1)C1CCS(=O)(=O)C1 (stereo unspecified)	-7	-3	0	7	1.1	0	1.1	0	-5
67	COc1ccc(C)cc1NC(=O)CSc1nnc(-c2ccc(Br)cc2)o1	-5	-10	1	-4	1.1	1	1.1	3	-1
68	Cc1onc(-c2ccccc2Cl)c1C(=O)Nc1ccc(S(=O)(=O)NCC2CCCO2)cc1 (stereo unspecified)	-8	-12	-3	-11	1.1	1	0.8	2	-7
69	CCOC(=O)/C(C#N)=C\C=C1C=CN(C)C=C1	-33	-133	1	-24	0.7	-12	1.6	130*[fluorescence artefact?]	-3
70	CCC(=O)Nc1ncc2c(n1)CC(c1ccco1)CC2=O (stereo unspecified)	-6	-24	1	2	.	0	1.1	6	-4
71	COc1ccc(C2=NOC(C(=O)NCCN3CCOCC3)C2)cc1 (stereo unspecified)	-5	7	2	13	1.2	-5	1.1	4	-2
72	COc1ccc(-c2nc3ccccn3c2NCc2ccc3c(c2)OCO3)cc1	-16	-7	1	-14	.	3	1.6	1	-8
